LAP4-GFP MLPCN: yeast TOR pathway LAP4-GFP modulation; 0.34% of 320,000 active; AID 2023; S. cerevisiae LAP4-GFP multiplex, flow cytometry GFP, 3 h; median GFP as percent of DMSO wells; GFP response vs DMSO, % at 10 µM;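 active = GFP response vs DMSO above a set limit, about the screen mean plus 3 SD, cut at about 150% in these data; inconclusive = under 70 cell events counted for the yeast strain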
RPL19A TOR yeast: modulators of TOR pathway RPL19A-GFP in S. cerevisiae. S. cerevisiae RPL19A-GFP strain, flow cytometry, 3 h; stronger effect = lower value. percent response vs DMSO, % at 10 µM. 0.3% of 330,000 active. AID 2025;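 active = percent response vs DMSO below 50%; inconclusive = fewer than 70 events counted for the yeast strain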;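 note: median channel GFP fluorescence of the barcoded RPL19A-GFP strain; ratio of sample median GFP to plate DMSO average so 100% = DMSO; lower means less RPL19A-GFP as with rapamycin TOR inhibition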
MEP2-GFP yeast: yeast TOR pathway MEP2-GFP modulation; S. cerevisiae MEP2-GFP strain, flow cytometry GFP, 3 h; 100% = DMSO control level; GFP response vs DMSO, % at 10 µM; 0.51% of 330,000 active;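 active = GFP response versus DMSO above a set limit, roughly screen mean plus 3 SD, cut at about 180% in these data; inconclusive = fewer than 70 cells counted for a yeast strain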;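 note: median GFP fluorescence of the barcode-gated MEP2-GFP cells per well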
EBNA-1 inh: blocks EBNA-1 binding to DNA; inhibition, % at 14.8 µM; 0.34% of 300,000 active; EBNA-1 DNA binding, fluorescence polarization; AID 1950; in the data active = inhibition above about 28%
procasp3 activ: procaspase-3 (human) activation | P42574 | activation, % at 8.5 µM | 0.11% of 330,000 active | recombinant procaspase-3 D3A, Ac-DEVD-pNA absorbance 405 nm;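 active = activation above the mean of all tested compounds plus 3 SD, cut at about 21% in these data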;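 note: 0% = DMSO alone and 100% = DMSO wells spiked with extra 5 µM PC-3 D3A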
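Assay system: Procaspase-3 D3A mutant, all three cleavage aspartates alanine. Buffer or medium: Zinc-free HEPES saline buffer with Triton X-100. Times: 1 h compound preincubation, 2 h substrate hydrolysis at 25 °C. Measured by: 405 nm absorbance of p-nitroaniline, reads at 0 and 120 min. Read-out basis: percent activation relative to control range. Replicates: singlicate.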
ZTA counter: blocks Epstein-Barr virus ZTA, an EBNA-1 counter-screen; inhibition, % at 11 µM; ZTA-DNA binding, fluorescence polarization; 0.15% of 320,000 active; P03206; in the data active = inhibition above about 33%
AHR activator: activates the human aryl hydrocarbon receptor. AHR-responsive luciferase reporter cells, luminescence. activation, % at 5 µM. 2.5% of 320,000 active. AID 2796; in the data active = activation above about 47%;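 note: 0% = vehicle wells and 100% = reference agonist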
procasp7 counter: activates human procaspase-7, counter-screen for procaspase-3 activators. AID 463210. 0.093% of 330,000 active. recombinant procaspase-7, Ac-DEVD-pNA absorbance 405 nm; D23A/D198A/D206A triple mutant, cannot self-cleave; scale: DMSO 0, 5 µM enzyme 100. activation, % at 8.5 µM;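 active = percent activation above the screen-wide mean plus 3 SD, cut at about 25% in these data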
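Replicates: singlicate. Assay system: Procaspase-7 triple mutant (PC-7 D3A). Signal: 405 nm absorbance of p-nitroaniline. Times: 1 h preincubation, 2 h reaction. Buffer or medium: Zinc-free HEPES pH 7.4 with 300 mM NaCl, 0.01% Triton X-100. Also added: DEVD-pNA substrate. Benchmarks: DMSO wells as 0%, DMSO with 5 µM added PC-7 as 100%.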
The depositor's hits bear a star; u = inconclusive; x = not tested or not shown. The order is random (roughly 3.8% active in at least one column).

no.	Compound	LAP4-GFP MLPCN	RPL19A TOR yeast	MEP2-GFP yeast	EBNA-1 inh
1	Cc1nnc(SCC(=O)NC(C)(C)C)n1NCc1cccc(Br)c1	83	111	106	0
2	C=C(C)Cn1c(SCC(=O)N/N=C/c2ccccc2OCC(=O)O)nnc1-c1ccc(Br)cc1	96	100	102	-3
3	C=CCOC(=O)C1=C(C)NC(=O)NC1/C=C/c1ccccc1OC (stereo unspecified)	92	101	108	-5
4	CCOc1cc(/C=N/NC(=O)CN2CCCCC2)ccc1OCc1ccc(Cl)cc1	95	103	103	-2
5	Cn1cc(S(=O)(=O)c2ccccc2)c(=O)c2cc(F)c(N3CCOCC3)cc21	96	101	91	-7
6	CCN(CC)c1nc2ccccc2n2cnnc12	100	94	99	-4
7	CCCCOP(=O)(c1ccc(N(C)C)cc1)C(O)c1cc(OC)c(OC)c(OC)c1 (stereo unspecified)	99	91	94	-7
8	Clc1ccc(OCCn2ccnc2)cc1Cl	83	95	103	-3
9	COc1ccccc1-n1ccnc(SCC(=O)NCc2ccccc2Cl)c1=O	103	104	101	-2
10	COc1cc(-c2noc(CCCC(=O)Nc3cccnc3)n2)cc(OC)c1OC	100	93	97	-7
11	COc1ccc(CCn2c(-c3ccc(OC)cc3)nc3c(c(=O)c4ccccc4n3C)c2=O)cc1	96	100	92	-1
12	Cc1nnc(NC(=O)CSc2nnc(-c3ccoc3C)n2CC(C)C)s1	91	93	99	10
13	OC(COc1ccc(C2C=CCC2)cc1)CN1CCCCC1 (stereo unspecified)	97	92	98	-5
14	CCOc1ccc(S(=O)(=O)N2CCN(C)CC2)c(C)c1C	96	92	99	2
15	Cc1sc2ncnc(OCC(=O)NC3CCS(=O)(=O)C3)c2c1C (stereo unspecified)	98	96	100	-6

no.	procasp3 activ	ZTA counter	AHR activator	procasp7 counter
1	4	-10	1	1
2	-6	-1	0	2
3	2	-10	11	9
4	2	-10	14	-1
5	8	2	3	-6
6	3	-7	6	4
7	10	-22	-1	-1
8	-10	-3	7	8
9	3	-2	3	-7
10	6	-26	0	-5
11	2	12	10	3
12	-7	11	3	11
13	4	-18	2	8
14	-6	7	2	15
15	-2	8	1	4

(list continues)
no.	Compound	LAP4-GFP MLPCN	RPL19A TOR yeast	MEP2-GFP yeast	EBNA-1 inh
16	Cc1nccn1-c1c2c(c(C#N)c3nc4ccccc4n13)CCC2	100	97	96	9
17	COc1ccc(Cn2nnnc2C(c2ccc(C)cc2)N2CCN(C3CCCC3)CC2)cc1 (stereo unspecified)	90	90	90	6
18	CCC(NC(=O)NCc1cccnc1)(C(F)(F)F)C(F)(F)F	98	97	101	-5
19	COc1cc(-c2nc(-c3ccccn3)no2)cc(OC)c1OC	109	97	107	-7
20	Cc1cnc(C(=O)Oc2cccc(Cl)c2Cl)cn1	88	107	99	4
21	COc1ccccc1C1CN=NC12CCCc1ccccc1C2=O (stereo unspecified)	108	97	97	-2
22	CC(C)(CN1CCc2ccccc2C1)NS(=O)(=O)c1ccc(Cl)cc1	103	94	92	-2
23	O=C(Oc1c(Br)cc(C(=S)N2CCOCC2)cc1Br)c1ccc(Cl)cc1	105	98	95	-2
24	CCc1cc2ccc(OC)cc2nc1SCC(=O)N1CCN(C(=O)c2ccco2)CC1	97	98	92	3
25	Nc1nnc(CSCc2ccccc2)s1	96	102	100	-6
26	COC(=O)C1=C(C)N2C(=O)CSC2=NC1c1ccc2c(c1)OCO2 (stereo unspecified)	98	93	95	6
27	CCCC(=O)NC(=S)N1CCN(c2ccc([N+](=O)[O-])cc2)CC1	87	99	102	18
28	Cc1ccc(/C=C/C(=O)O)cc1S(=O)(=O)Nc1ccc2c(c1)OCO2	94	95	91	-1
29	COc1ccc(NS(=O)(=O)c2cccc(C(=O)NCC(c3ccco3)N3CCCC3)c2)cc1 (stereo unspecified)	100	104	105	4
30	COc1cc(C(=O)N/N=C(\C)c2ccc3c(c2)OCO3)cc(OC)c1OC	92	92	96	4

no.	procasp3 activ	ZTA counter	AHR activator	procasp7 counter
16	2	4	7	-1
17	10	3	-1	8
18	-8	3	3	-8
19	8	-1	9	5
20	1	-6	0	0
21	-2	5	13	6
22	4	-8	2	-4
23	-1	-1	0	-7
24	3	-5	2	0
25	2	-1	3	6
26	-8	-2	-1	5
27	-16	-8	-5	-7
28	0	2	2	-6
29	-9	-9	6	4
30	4	-12	16	-2

Additional records
no.	Compound	LAP4-GFP MLPCN	RPL19A TOR yeast	MEP2-GFP yeast	EBNA-1 inh
31	COc1ccc(-n2c(CCC(=O)O)ccc2-c2ccc(F)cc2)c(OC)c1	96	106	105	16
32	Cc1ccc(-c2nc3ncccc3o2)cc1NC(=O)COc1ccccc1	102	98	97	13
33	COc1ccc(CNC(=O)C2CC(C)=CCC2C(=O)O)cc1 (stereo unspecified)	94	101	105	-9
34	COc1cc(OC)cc(-c2c(C#Cc3ccsc3)c3cc(-c4ccc(OC)cc4F)ccc3n2C)c1	88	107	90	x
35	CC(NC(=O)Nc1cccnc1)(C(F)(F)F)C(F)(F)F	105	99	106	6
36	COc1ccc(NC(=S)N2CCOCC2)c(OC)c1	87	100	96	3
37	CCSC1=NCCN1S(=O)(=O)c1ccc2ccccc2c1	120	99	99	-4
38	CCc1ccc(NC(=S)Nc2ccc(S(=O)(=O)Nc3ncccn3)cc2)cc1	108	99	101	3
39	CC1CCc2c(sc3c2C2=NS(=O)(=O)CCN2C=N3)C1 (stereo unspecified)	97	96	99	-2
40	Cc1ccc(N(CC(N)=O)C2SC(=O)N(Cc3ccccc3)C2=O)cc1 (stereo unspecified)	93	94	99	4
41	Cc1cc(C)cc(NC(=O)CN2CCN(c3ncccn3)CC2)c1	101	x	98	3
42	CCOC(=O)N1CCN(S(=O)(=O)c2cc([N+](=O)[O-])c(C)cc2C)CC1	95	91	100	0
43	O=C(O)c1ccc(NS(=O)(=O)c2ccc(Cl)cc2)cc1	109	99	105	3
44	COc1cc(C(=S)N2CCOCC2)ccc1O	100	97	96	0
45	O=C(CN1CCN(Cc2ccccc2Cl)CC1)N/N=C/c1ccccn1	99	94	94	-2

no.	procasp3 activ	ZTA counter	AHR activator	procasp7 counter
31	-1	17	4	-14
32	5	19	23	-3
33	4	-7	1	3
34	3	x	14	-3
35	5	4	1	-6
36	-1	4	6	-10
37	3	17	3	-1
38	-5	-1	1	2
39	-4	4	1	-1
40	5	-3	2	2
41	-2	-12	2	-6
42	10	15	-1	7
43	3	10	-1	0
44	-8	12	1	-7
45	0	17	0	2

Next part.
no.	Compound	LAP4-GFP MLPCN	RPL19A TOR yeast	MEP2-GFP yeast	EBNA-1 inh
46	Cn1c(=O)c2cc(S(=O)(=O)NC(C(=O)NCc3cccnc3)c3ccccc3)ccc2n(C)c1=O (stereo unspecified)	98	99	112	7
47	O=S(=O)(c1ccc(Cl)s1)N1CCN(c2ncccn2)CC1	116	94	95	6
48	Cc1ccc(C)c(OCCC(=O)Nc2cccc(S(=O)(=O)N3CCCC3)c2)c1	99	91	93	-5
49	Cc1cc2oc(=O)cc(CN3CCCc4ccccc43)c2cc1C	u	u	u	4
50	CC(NC(=O)c1cc2ccccc2o1)c1ccccc1 (stereo unspecified)	88	93	94	15
51	CC(=O)C(/C=N/c1ncc(C(F)(F)F)cc1Cl)=C(\C)O	108	111	105	-2
52	Cn1c(=NC(=O)c2ccc3c(c2)OCCO3)sc2cc(S(C)(=O)=O)ccc21	97	93	97	0
53	CC1=CCC(C(=O)N/N=C/c2cccs2)C(c2ccc(F)cc2)C1 (stereo unspecified)	98	100	103	7
54	Cc1cc(C)c(OCC(=O)N2CCN(c3ncc(C(F)(F)F)cc3Cl)CC2)c(C)c1	97	96	87	-3
55	Cc1cc(OCC(=O)N2CCN(c3ccc(F)cc3)CC2)c2c(C)cc(=O)oc2c1	103	108	104	6
56	O=C(/C=C/c1ccc2c(c1)OCO2)NCCSCc1cccc(Cl)c1	88	101	104	11
57	O=C1NC[C@H](c2ccccc2)OC(=O)[C@H](Cc2ccc(F)cc2)C/C=C\C[C@H]1CC(=O)N(CCO)Cc1ccccc1	112	96	99	x
58	O=[N+]([O-])c1cccc(C(O)C23CN4CN(CN(C4)C2)C3)c1 (stereo unspecified)	112	99	105	-6
59	CCOC(=O)c1[nH]cc(-c2ccccc2)c1N1CCOCC1	98	99	99	5
60	CCN(CCCNC(=O)C1CCC(=O)N1C(C)C)c1cccc(C)c1 (stereo unspecified)	98	100	106	6

no.	procasp3 activ	ZTA counter	AHR activator	procasp7 counter
46	14	3	-1	-11
47	6	-12	-2	4
48	11	5	-1	-11
49	-3	6	19	-7
50	8	9	2	5
51	0	-10	-1	1
52	-2	-6	-3	3
53	0	-3	3	-3
54	7	-9	-1	11
55	-1	15	0	5
56	-3	-3	17	2
57	-4	x	-2	1
58	7	-4	-2	1
59	-14	1	49*	-19
60	-4	6	1	-2

Single records, from the list above. Screens in order: LAP4-GFP MLPCN	RPL19A TOR yeast	MEP2-GFP yeast	EBNA-1 inh	procasp3 activ	ZTA counter	AHR activator	procasp7 counter
Shown for Cc1cc(C)c(OCC(=O)N2CCN(c3ncc(C(F)(F)F)cc3Cl)CC2)c(C)c1 : 97	96	87	-3	7	-9	-1	11
Shown for Cc1ccc(C)c(OCCC(=O)Nc2cccc(S(=O)(=O)N3CCCC3)c2)c1 : 99	91	93	-5	11	5	-1	-11

Next part.
no.	Compound	LAP4-GFP MLPCN	RPL19A TOR yeast	MEP2-GFP yeast	EBNA-1 inh
61	C[C@]12C(=O)N(c3cccc(Cl)c3)C(=O)N1[C@@H]1c3ccccc3OC[C@@H]1[C@H]2c1ccccc1	99	100	107	x
62	CC(C(=O)NCCN1CCOCC1)c1ccc([N+](=O)[O-])cc1 (stereo unspecified)	93	95	95	0
63	COC(=O)c1ccccc1NC(=O)c1noc2c1CC(C(C)(C)C)CC2 (stereo unspecified)	100	97	96	-5
64	Cc1ccc(C)c2nc(SCC(=O)N3CCCc4ccccc43)c(C#N)cc12	91	96	97	7

no.	procasp3 activ	ZTA counter	AHR activator	procasp7 counter
61	-3	x	0	10
62	6	0	-1	-5
63	-5	-6	6	6
64	17	-4	0	4

Structural class, the entries above with a nitro group on carbon
no.	Compound	LAP4-GFP MLPCN	RPL19A TOR yeast	MEP2-GFP yeast	EBNA-1 inh
27	CCCC(=O)NC(=S)N1CCN(c2ccc([N+](=O)[O-])cc2)CC1	87	99	102	18
42	CCOC(=O)N1CCN(S(=O)(=O)c2cc([N+](=O)[O-])c(C)cc2C)CC1	95	91	100	0
58	O=[N+]([O-])c1cccc(C(O)C23CN4CN(CN(C4)C2)C3)c1 (stereo unspecified)	112	99	105	-6
62	CC(C(=O)NCCN1CCOCC1)c1ccc([N+](=O)[O-])cc1 (stereo unspecified)	93	95	95	0

no.	procasp3 activ	ZTA counter	AHR activator	procasp7 counter
27	-16	-8	-5	-7
42	10	15	-1	7
58	7	-4	-2	1
62	6	0	-1	-5

Look-ups from the results shown:
Reading for CC(C(=O)NCCN1CCOCC1)c1ccc([N+](=O)[O-])cc1 (stereo unspecified) under ZTA counter: 0
Reading for COC(=O)c1ccccc1NC(=O)c1noc2c1CC(C(C)(C)C)CC2 (stereo unspecified) under AHR activator: 6
Reading for C[C@]12C(=O)N(c3cccc(Cl)c3)C(=O)N1[C@@H]1c3ccccc3OC[C@@H]1[C@H]2c1ccccc1 under AHR activator: 0

Screening results deposited in PubChem BioAssay by several laboratories.
